Source: PubChem BioAssay (National Center for Advancing Translational Sciences (NCATS))
Eya2 phos inh = Eya2 (human) phosphatase inhibition | O00167 | recombinant Eya2, OMFP fluorescence dephosphorylation (OMFP is methylfluorescein phosphate) | Potency, µM (titrated, usually from 76.9 µM), for inactives: top-dose activity, negative = inhibition, actives largely listed as inhibitors | hit rate 0.006% among 330,000; also: potency is read from the fitted curve at half-maximal effect; % is scaled to controls: 0 for no effect and ±100 for the full control effect
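Eya2 (0.2 uM) preincubated 10 min at ambient with compound, then OMFP substrate added at 50 uM; 10 min reaction in 50 mM HEPES pH 7.5, 50 mM NaCl, 5 uM MgCl2, 0.05% BSA, 1 mM DTT. Fluorescence read at Ex 485/Em 525 nm.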
BRCA1 expr up = increases BRCA1 expression; AID 624202; MCF7-BRCA1-FFLuc reporter, luminescence, 48 h; response scale: scaled: vehicle 0%, 10 µM genistein 100%; Potency, µM (series often up to 46.1 µM), for the others: at the top dose activation, usual class: activators; hit rate 1.1% among 380,000; also: potency is read from the fitted curve at half-maximal effect; nearly all actives have a fitted effect of over 80% in size; some results filed as inactive show a strong effect at the top dose
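Reporter cells (MCF7, BRCA1 promoter-firefly luciferase) received library compounds across a concentration series for 48 h. End-point luminescence was measured and concentration-effect curves derived after normalization.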
p53 reactivator = mutant p53 re-activation in reporter cells; Potency, µM (highest dose often 92.2 µM), inactives show at the top dose activity change, positive = activation, usual class: activators; hit rate 0.063% among 320,000; H1299 p53-A138V BP100-luciferase reporter, luminescence, 24 h; also: potency is read from the fitted curve at half-maximal effect; % of control where 0% means no effect; nearly all actives have a fitted effect of over 45% in size
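H1299 (p53-null), stable ts p53-A138V + BP100-Luc; 1000 cells/well, Opti-MEM/10% FBS; cpd 4 pt, 1:5; 24 h, 37 deg C, 5% CO2; detection reagent 10 min RT; luminescence.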
ASM inhibitor = human S-ASM enzyme inhibition; P17405; placental ASM, HMU-PC fluorogenic substrate, 60 min; Potency, µM (doses to about 57.5 µM), without a hit: at the highest dose activity change, negative = inhibition, actives largely listed as inhibitors; hit rate 0.006% among 340,000; AID 504937; also: potency is read from the fitted curve at half-maximal effect
Target sequence (P17405 47-631 limits assumed): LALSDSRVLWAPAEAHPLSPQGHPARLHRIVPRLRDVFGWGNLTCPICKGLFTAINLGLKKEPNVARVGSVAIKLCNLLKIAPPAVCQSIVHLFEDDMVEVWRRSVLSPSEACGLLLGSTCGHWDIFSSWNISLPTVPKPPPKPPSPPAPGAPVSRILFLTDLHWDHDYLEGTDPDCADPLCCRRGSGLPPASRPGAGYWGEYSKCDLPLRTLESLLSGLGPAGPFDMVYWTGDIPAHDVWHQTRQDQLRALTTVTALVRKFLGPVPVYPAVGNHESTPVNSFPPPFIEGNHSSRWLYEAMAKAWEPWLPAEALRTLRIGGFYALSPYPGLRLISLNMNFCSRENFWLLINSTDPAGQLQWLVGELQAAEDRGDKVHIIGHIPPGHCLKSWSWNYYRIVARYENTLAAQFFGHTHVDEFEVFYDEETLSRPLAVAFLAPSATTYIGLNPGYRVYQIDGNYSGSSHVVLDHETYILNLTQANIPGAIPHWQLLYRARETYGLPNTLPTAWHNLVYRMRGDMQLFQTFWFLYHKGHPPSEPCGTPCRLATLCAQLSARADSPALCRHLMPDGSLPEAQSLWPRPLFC
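HMU-PC0 cleavage (9 uM final) by human placental ASM, 60 min at 37 °C following 10 min compound exposure at RT; stopped at pH 10, fluorescence Ex 386/Em 447 nm.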
ELG1 genotoxic = inducers of genotoxicity in HEK293T ELG1-luciferase cells; HEK293T ELG1-luciferase reporter, luminescence, 16 h; Potency, µM (top dose mostly 46 µM), for the others: at the top dose activity change, positive = activation, most hits filed as activators; hit rate 1.3% among 330,000; also: potency is read from the fitted curve at half-maximal effect; % of control where 0% means no effect; nearly all actives have a fitted effect of over 60% in size
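Step 1: seed 2,000 HEK293T ELG1-luciferase cells per well. Step 2: add compound or DMSO, incubate 16 hr at 37 °C. Step 3: ONE-Glo, 30 min at room temperature, read luminescence.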
B2AR arrestin = beta2AR (human) beta-arrestin recruitment activity | P07550 | beta-arrestin recruitment to beta2AR, cell-based reporter | Potency, µM (doses to about 46.1 µM), for inactives: at the highest dose activation, usual class: activators | hit rate 0.02% among 330,000;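 also: potency is read from the fitted curve at half-maximal effect; 0% = DMSO controls and full agonism = EC100 isoproterenol or metaproterenol; nearly all actives have a fitted effect of over 65% in size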
USP2a block = blocks human ubiquitin-specific protease USP2a. hit rate 0.01% among 330,000. AID 463254. Potency, µM (series often up to 38.3 µM), without a hit: at the highest dose activity change, negative = inhibition, most hits filed as inhibitors. USP2 core, Ub-CHOP2 coupled fluorogenic reporter, 485/531. O75604;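 also: potency is read from the fitted curve at half-maximal effect; plate controls were DMSO wells for no effect and full inhibition by NEM control for full effect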
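Cell-free coupled assay: 10nM USP2 core preincubated 30min RT with compound in Tris-HCl pH 8.0/CaCl2/CHAPS buffer, then 25nM Ub-CHOP2 and 25nM reporter substrate; fluorescence (Ex 485/Em 531) read after 60min RT, normalized to NEM inhibition, concentration-response curves fitted.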
uPA surface inh = cell surface uPA generation inhibition. Potency, µM (doses to about 38.3 µM), inactives show at the highest dose activity change, negative = inhibition, actives largely listed as inhibitors. cell surface uPA generation assay, qHTS. hit rate 0.31% among 330,000. AID 540303; active = well fitted inhibition curve with a large enough effect; inconclusive = small, poorly fitted or top-dose-only effect; inactive = no such curve, though single readings can be large or run the other way; tested in mouse RAW 264.7 cells; also: potency is read from the fitted curve at half-maximal effect; % is scaled to controls: 0 for no effect and ±100 for the full control effect; nearly all actives have a fitted effect of over 55% in size
TRPV1 ag = agonists of human vanilloid receptor 1 (TRPV1) | activation, % at 8.33 µM | TRPV1-expressing cells, Fluo-8 calcium influx, agonist mode | hit rate 0.19% among 320,000; in the data active = activation above about 80%; inconclusive = between about 30% and that limit; also: 0% is about no effect
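TRPV1-expressing cells were cultured overnight at 35.5C and loaded with Fluo-8 calcium dye for 40 to 90 min at room temperature. After a 10 s baseline, compound was added and calcium influx was read kinetically for 3 min (ex 480/em 520 nm).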
Integrin act MD = activates integrin-mediated alleviation for muscular dystrophy. alpha7betagal myoblasts, beta-gal FDG fluorescence, 48 h. Potency, µM (series often up to 38.3 µM), for the others: top-dose activation, usual class: activators. hit rate 0.064% among 350,000;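 also: potency is read from the fitted curve at half-maximal effect; 100% = response of the positive control SU9516; nearly all actives have a fitted effect of over 60% in size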
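Alpha7betagal+/- myoblasts (passage 13) were plated 16-24 hr, then exposed to compounds (1:260 dilution of DMSO stock) for 48 hours at 37C. After MPER lysis, β-galactosidase reporter activity was read as FDG fluorescence (ex 480/em 540) after 30 minutes.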
TSG101-PTAP inh = blocks PTAP/TSG101 interaction to inhibit HIV-1 budding; Q99816; Fluorescence polarization, FITC-PTAP peptide / Tsg101 binding; Potency, µM (doses to about 115 µM), for the others: top-dose activity change, negative = inhibition, usual class: inhibitors; 340,000 tested, under 10 active; AID 493005; active = well fitted inhibition curve with a large enough effect in the main read-out, with a control signal flat, not every such curve was filed as active; inconclusive = small, poorly fitted or top-dose-only effect, or effect the other way, or a change in a side signal; inactive = no such curve, though single readings can be large or run the other way; also: potency is read from the fitted curve at half-maximal effect; % of control where 0% means no effect
Target sequence (Q99816 whole entry, looked up): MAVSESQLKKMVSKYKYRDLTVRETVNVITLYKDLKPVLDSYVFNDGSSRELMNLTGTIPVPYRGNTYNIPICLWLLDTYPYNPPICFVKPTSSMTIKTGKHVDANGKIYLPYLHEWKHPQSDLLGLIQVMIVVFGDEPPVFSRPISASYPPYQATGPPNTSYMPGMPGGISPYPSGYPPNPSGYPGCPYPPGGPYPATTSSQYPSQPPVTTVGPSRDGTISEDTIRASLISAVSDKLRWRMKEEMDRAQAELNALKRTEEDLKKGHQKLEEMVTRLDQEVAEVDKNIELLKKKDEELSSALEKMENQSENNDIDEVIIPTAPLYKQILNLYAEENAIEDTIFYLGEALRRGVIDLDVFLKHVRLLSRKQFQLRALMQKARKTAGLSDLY
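FP read-out: FITC-PTAP peptide, 50 nM final, binding Tsg101 binding domain, 10 uM final; 20 min, r.t.; 10 mM HEPES pH 7.5, 0.15 M NaCl, 0.01% Tween 20, 3 mM EDTA, 0.1 mM TCEP.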
* = called active by the depositor; i = inactive; u = inconclusive; x = not tested or not shown; [ ] = remark or other dose. Unless noted, calls follow the shape of the dose curve; as a rule, active = well fitted curve in the direction sought with a large enough effect; inconclusive = small, poorly fitted or top-dose-only effect, or another doubt; inactive = no such curve, though single readings can be large; an effect the other way counts as inactive or inconclusive.

SMILES | Eya2 phos inh | BRCA1 expr up | p53 reactivator | ASM inhibitor | ELG1 genotoxic | B2AR arrestin | USP2a block | uPA surface inh | TRPV1 ag | Integrin act MD | TSG101-PTAP inh
CN(C(=O)c1ccc(NC(=O)Cc2ccc(NC(=O)C3CCN(C(=O)C4CCC4)CC3)cc2)cc1)C1CC1 | -4.0% | 7.1% | 1.2% | 1.8% | 8.9% | 0.3% | -0.1% | -1.6% | -3.6 | 0.2% | x
C/C(=N\NS(=O)(=O)c1ccc(Br)cc1)c1ccc2c(c1)OCO2 | -8.1% | -12.7% | -14.5% | -6.0% | 1.5% | 0.2% | -1.3% | u | -7.3 | 4.2% | -3.5%
O=C(OCc1cc(=O)oc2cc(O)ccc12)c1cc(S(=O)(=O)N2CCOCC2)ccc1F | -21.1% | -4.3% | -1.3% | i | 12.7% | -0.3% | 5.2% | -1.8% | 2.8 | -13.0% | -0.7%
Cc1nc2ccc(NC(=O)c3cccc(S(=O)(=O)N4CC(C)OC(C)C4)c3)cc2s1 (stereo unspecified) | -34.9% | -57.7% | -1.5% | -2.0% | -1.6% | -0.3% | 2.0% | -10.9% | 6.6 | -11.5% | 1.4%
NC(=O)Cc1nc(-c2ccccc2)cs1 | -20.0% | 17.9% | 13.2% | -0.4% | 1.0% | -2.4% | 4.2% | -0.9% | -3.2 | -12.1% | -4.3%
CCC(=O)N1CCN(c2ccnc3cc(Cl)ccc23)CC1 | 1.6% | -2.9% | -6.7% | -1.0% | -6.7% | -0.6% | 0.7% | -1.4% | u | 0.9% | -1.6%
COc1ccc(S(=O)(=O)NC(C)C(=O)NC2CC2)cc1C (stereo unspecified) | -14.8% | -1.4% | -4.4% | 5.9% | -1.0% | -0.3% | -1.8% | 1.4% | -3.2 | 19.4% | -10.0%
COC(=O)c1sc(NC(=O)c2cc(C)on2)nc1C | 4.5% | 10µM* | u | 20.8% | u | 0.1% | 0.9% | 1.1% | 2.5 | 18.5% | -8.1%
O=C1C2CC=C(Cl)CC2C(=O)N1CC1Cc2ccccc2CO1 (stereo unspecified) | 3.0% | 4.6% | -5.4% | 3.5% | -6.1% | -0.2% | 1.5% | 1.8% | -0.7 | -28.4% | -7.2%
CCOC(=O)c1sc(NC(=O)CN(CC(C)C)CC(C)C)c(C(=O)OCC)c1C | -31.7% | -2.8% | 24.1% | -9.2% | 9.8% | 0.1% | -0.6% | 2.2% | 4.4 | -1.9% | -2.2%
O=C(NCCCNC(=O)C(F)(F)C(F)F)C(F)(F)C(F)F | -14.2% | 3.0% | -11.6% | -0.1% | 0.0% | -0.5% | -1.3% | 3.1% | 0.7 | 8.2% | -1.2%
Cc1cccc(N2C(=O)CN(Cc3cccs3)C2=S)c1 | -5.1% | 4.9% | 2.2% | 1.1% | -0.8% | -0.2% | 6.6% | 6.2% | 9.9 | -2.0% | 1.5%
NC(=O)c1c(NC(=O)COC(=O)c2ccc(O)c(Cl)c2)sc2c1CCCC2 | 4.2% | -5.7% | 1.1% | -1.3% | -0.4% | -0.9% | -4.9% | -2.1% | x | u | -0.7%
CC(=O)c1cc(-c2nc3ccccc3n2C)n(C)c1 | -17.3% | -4.4% | 0.3% | 0.3% | -2.2% | -0.3% | 0.5% | 4.8% | 2.0 | 16.7% | 0.8%
NC(=O)c1ccc(NC(=O)c2cc(S(=O)(=O)N3CCCCC3)ccc2N2CCOCC2)cc1 | -5.6% | 4.7% | -0.3% | -0.8% | 4.7% | 0.0% | 2.9% | -4.2% | 1.4 | -26.5% | -9.0%
Cc1cccc(NC(=O)C(=O)NCC2CCCO2)c1 (stereo unspecified) | 7.1% | 2.24µM* | 4.4% | -0.8% | u | -0.2% | -1.6% | -2.1% | 0.6 | 16.5% | -0.2%
Cc1cc(-c2ccc(C(=O)O)s2)cnc1N | 5.3% | 7.08µM* | 2.2% | x | u | 0.3% | 0.3% | 3.1% | 1.7 | 29.4% | -3.0%
CCOc1cc2[nH]c(=S)n(CCN3CCCCC3C)c(=O)c2cc1OCC (stereo unspecified) | 4.1% | 7.5%[1.84 µM] | -2.8% | 0.2% | 2.8% | 0.0% | 2.1% | 1.7% | -1.5 | 16.6% | -4.9%
COC(=O)[C@@H](NC(=O)O[C@H]1C(=O)c2ccc(OC)cc2O[C@@H]1c1ccc2c(c1)OCO2)C(C)C | 0.7% | x | 10.3% | x | 0.6% | -0.3% | 3.2% | x | 6.2 | x | x
Cc1cnc(NC(=O)C2CC(=O)N(c3ccc4c(c3)OCCO4)C2)s1 (stereo unspecified) | 5.1% | 17.6% | -4.5% | 1.3% | -0.1% | -0.4% | 1.0% | 1.1% | x | -9.8% | -3.5%
O=C(NC(=S)N1CCN(c2ccc(F)cc2)CC1)c1cccs1 | -2.0% | -3.0% | -0.1% | -0.4% | -7.4% | -1.0% | -1.3% | -5.4% | 1.2 | -15.0% | 0.9%
CCOC(=O)C(CC(=O)O)NCc1ccco1 (stereo unspecified) | 10.2% | -9.9% | -1.9% | 2.7% | 1.5% | 0.4% | 2.9% | 11.3% | 1.8 | 10.7% | 0.1%
CCCOc1ccc(C(=O)Nc2ccccc2[N+](=O)[O-])cc1 | x | 3.16µM* | x | -9.5% | x | x | x | -0.3% | x | 12.1% | -4.5%
CCOC(=O)N1C(=O)NC(=O)C1c1ccc(OC)cc1 (stereo unspecified) | x | -2.7% | x | 4.7% | x | x | x | 5.4% | x | 24.5% | -5.1%
CCC(=O)N(Cc1cc(=O)[nH]c2ccccc12)c1ccc(OC)cc1 | -2.3% | -17.1% | -10.4% | -1.9%[11.5 µM] | -0.5% | 0.3% | -0.7% | -0.3% | -2.8 | -21.7% | -2.3%
N#C/C(=C(/O)CN1CCCCC1)c1nc(-c2ccc(Cl)cc2)cs1 | -16.6% | 7.08µM* | 10.5% | 6.8% | u | -0.3% | 0.7% | -11.8% | x | 9.6% | -8.6%
CN(C)S(=O)(=O)c1cccc(NC(=O)COc2ccc3ccccc3c2)c1 | 17.6% | -4.7% | 7.3% | -21.5% | -4.5% | 0.1% | 3.5% | -13.8% | 10.3 | -40.5% | -4.5%
Cn1ccc(-c2ccccc2)c(C#N)c1=O | -11.7% | -10.1% | -5.5% | 1.7% | 4.8% | -0.1% | 2.7% | -3.3% | -2.1 | 13.9% | 1.1%
COc1ccccc1C(=O)NNC(=O)c1cccc(O)c1 | 6.2% | -0.4% | x | 0.8% | u | -0.2% | 2.4% | u | 0.7 | 18.4% | 1.1%
CC(C)(C)c1csc(NC(=O)c2ccccc2O)n1 | 1.6% | -19.2% | -14.9% | 117.4%[activator] | -3.4% | 0.0% | -3.8% | -3.1% | 24.3 | u | -1.3%
CN(CCO)c1cnccn1 | -15.7% | 1.6% | -0.2% | 8.5% | 1.2% | 0.0% | 0.8% | 6.3% | -0.4 | -18.9% | -0.3%
CCC(=O)N1c2ccccc2NC2=C(C(=O)CCC2)C1c1ccc(N(C)C)cc1 (stereo unspecified) | -7.5% | 14.7% | 11.3% | 0.9% | 3.0% | 0.3% | 1.9% | 4.3% | 0.7 | 13.1% | 0.0%
CC(C)(C)OC(=O)NCc1ccc(NC(=O)c2nc[nH]c2C(=O)NCCNC(=O)c2[nH]cnc2C(=O)Nc2ccc(CNC(=O)OC(C)(C)C)cc2)cc1 | 4.6% | -47.8% | 2.1% | 1.3% | -2.3% | -0.1% | 1.3% | 13.9% | x | -1.7% | -1.3%
COc1ccc(C2(C)NC(=O)N(CC(=O)NCc3ccccc3)C2=O)cc1OC (stereo unspecified) | 0.5% | 0.0% | -0.6% | -0.6% | 0.1% | -1.4% | -0.7% | -1.2% | -0.8 | -29.9% | 2.1%
COc1ccc(C(=O)Nn2c(C)nc3ccccc3c2=O)cc1OC | 7.8% | -9.2% | -5.6% | -1.4% | -3.6% | -0.9% | -8.5% | -7.2% | -2.6 | -21.9% | -3.0%
CC(=O)Cc1nsc(Nc2cccc(C)c2)n1 | -1.5% | 42.9% | 22.6% | -0.7% | 14.7% | -0.8% | -0.6% | 6.9% | -5.0 | 4.1% | 0.2%
